GLS inhibitor: inhibitors of human glutaminase (GLS) | O94925 | GLS enzymatic activity, qHTS titration | Potency, µM (series often up to 45.5 µM), for the others: at the top dose activity change, negative = inhibition, most hits filed as inhibitors | actives 0.21% (n = 410,000) | AID 624170; note: potency is the fitted concentration of half-maximal effect; % is set by controls: 0 for no effect and ±100 for the full control effect
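Compounds were pin-transferred onto hKGA, after which L-glutamine (1 mM solution) and a detection mix of glutamate oxidase, HRP and Amplex Red were added. Initial and 30 min RT fluorescence reads were collected.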
Pin1 inh: inhibitors of human Pin1. Pin1 FP peptide displacement, HiFluor488, 10 min. Potency, µM (titrated, usually from 115 µM), for the others: at the top dose activity, negative = inhibition, usual class: inhibitors. actives 0.009% (n = 390,000); active = well fitted inhibition curve with a large enough effect in the polarisation, with a control signal flat, not every such curve was filed as active; inconclusive = small, poorly fitted or top-dose-only effect, or effect the other way, or a change in a side signal; inactive = no such curve, though single readings can be large or run the other way; the % refers to the polarisation; note: potency is the fitted concentration of half-maximal effect; % is set by controls: 0 for no effect and ±100 for the full control effect
Target sequence (Q13526 whole entry, looked up): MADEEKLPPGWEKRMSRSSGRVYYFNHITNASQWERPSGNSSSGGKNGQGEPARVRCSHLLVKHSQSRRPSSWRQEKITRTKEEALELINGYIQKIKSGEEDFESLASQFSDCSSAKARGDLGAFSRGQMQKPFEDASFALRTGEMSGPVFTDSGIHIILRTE
PI4K2A block: inhibitors of human PI4K2A; Q9BTU6; purified PI4K2A, ADP-Glo luminescence, 1 h; active compounds read low; activity change, negative = inhibition, % at 76.9 µM; actives 0.13% (n = 420,000); in the data active = activity change below about -50%; inconclusive = mostly about -30% to -49%;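 note: -100% = wells without enzyme as full effect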
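In this quantitative HTS, ADP production by PI4K2A was quantified luminescently after 1 h at ambient temperature; 100 microM adenosine served as plate-quality control.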
BAZ2B block: inhibitors of human BAZ2B bromodomain | Q9UIF8 | AlphaScreen BAZ2B-H3K14Ac peptide displacement | Potency, µM (top dose mostly 114 µM), for the others: at the top dose activity change, negative = inhibition, usual class: inhibitors | actives 4.4% (n = 360,000) | AID 504333; note: potency is the fitted concentration of half-maximal effect; % is set by controls: 0 for no effect and ±100 for the full control effect; nearly all actives have a fitted effect of over 60% in size
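Multi-concentration screen (max 110 uM) measuring displacement of acetylated histone H3 peptide from BAZ2B by AlphaScreen, using 50 nM protein, 50 nM peptide and 10 ug/mL streptavidin donor plus Ni-chelate acceptor beads.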
PGK inhibitor: inhibitors of T. brucei phosphoglycerate kinase. P07378. PGK/GAPDH coupled, Kinase-Glo luminescence, 60 min. Potency, µM (highest dose often 57.5 µM), for the others: top-dose activity change, negative = inhibition, actives largely listed as inhibitors. actives 0.043% (n = 380,000). AID 602233; note: potency is the fitted concentration of half-maximal effect; % is set by controls: 0 for no effect and ±100 for the full control effect; nearly all actives have a fitted effect of over 60% in size
Target sequence (P07378 whole entry, looked up): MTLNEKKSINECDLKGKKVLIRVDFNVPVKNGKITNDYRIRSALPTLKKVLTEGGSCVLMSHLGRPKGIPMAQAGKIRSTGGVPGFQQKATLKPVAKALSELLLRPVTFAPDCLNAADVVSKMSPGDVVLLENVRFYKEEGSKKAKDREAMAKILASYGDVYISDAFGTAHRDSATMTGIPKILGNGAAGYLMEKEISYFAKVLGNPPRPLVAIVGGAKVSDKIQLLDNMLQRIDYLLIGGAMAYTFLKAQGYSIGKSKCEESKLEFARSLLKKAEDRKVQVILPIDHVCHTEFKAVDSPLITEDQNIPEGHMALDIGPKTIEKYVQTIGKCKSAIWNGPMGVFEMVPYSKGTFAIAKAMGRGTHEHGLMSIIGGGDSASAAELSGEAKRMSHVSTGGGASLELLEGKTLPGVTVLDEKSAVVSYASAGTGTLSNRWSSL
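Recombinant glycosomal PGK reaction used 1,3-bisphosphoglycerate generated in-well by GAPDH (100nM final) in 100mM TEA pH 7.6, 5mM MgCl2, 0.01% Tween-20. After 60 minutes at room temperature, ATP was read by Kinase-Glo Plus luminescence end-point.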
G9a block: G9a (human) methyltransferase inhibition; Q96KQ7; actives 8.8% (n = 350,000); Potency, µM (top dose mostly 102 µM), for the others: at the highest dose activity, negative = inhibition, most hits filed as inhibitors; AID 504332; G9a H3K9 monomethylation, AlphaScreen, 2 h; note: potency is the fitted concentration of half-maximal effect; % is set by controls: 0 for no effect and ±100 for the full control effect; nearly all actives have a fitted effect of over 75% in size
Target sequence (Q96KQ7 913-1193 limits assumed): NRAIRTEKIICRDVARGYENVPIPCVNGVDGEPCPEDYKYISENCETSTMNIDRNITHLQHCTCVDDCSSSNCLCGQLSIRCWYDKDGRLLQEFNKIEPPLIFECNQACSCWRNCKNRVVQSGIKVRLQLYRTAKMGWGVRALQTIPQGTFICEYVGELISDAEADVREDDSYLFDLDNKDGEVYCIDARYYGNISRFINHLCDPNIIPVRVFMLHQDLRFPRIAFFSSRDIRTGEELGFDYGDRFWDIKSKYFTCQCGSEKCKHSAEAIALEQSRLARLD
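Quantitative HTS format: methyltransferase activity on a biotin-tagged H3K9 peptide is measured by AlphaScreen, using a rabbit anti-monomethyl-H3K9 antibody with streptavidin donor and anti-IgG acceptor beads. Final levels are 20 nM enzyme, 500 nM peptide, 20 uM SAM; 2 h RT.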
POLH inh: blocks human DNA polymerase eta activity | Q9Y253 | Potency, µM (doses to about 114 µM), for the others: at the highest dose activity change, negative = inhibition, most hits filed as inhibitors | recombinant Pol eta, fluorescent DNA replication assay | actives 1.2% (n = 390,000); note: potency is the fitted concentration of half-maximal effect; % is set by controls: 0 for no effect and ±100 for the full control effect
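Pol eta at 10 nM preincubated with compounds 15 min at room temperature; reaction started with fluorescent substrate (50 nM final) and read kinetically at 0 and 10 min.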
JMJD2A Tudor: JMJD2A Tudor domain (human) inhibition; O75164; AlphaScreen JMJD2A-Tudor / H3K4me3 peptide binding; Potency, µM (doses to about 114 µM), without a hit: at the top dose activity change, negative = inhibition, most hits filed as inhibitors; actives 4.4% (n = 390,000); AID 504339; note: potency is the fitted concentration of half-maximal effect; % is set by controls: 0 for no effect and ±100 for the full control effect; nearly all actives have a fitted effect of over 50% in size
HP1b binding inh: HP1-beta chromodomain-methylated histone interaction inhibition. P83916. AlphaScreen HP1-beta / biotin-H3K9me3 peptide binding. Potency, µM (titrated, usually from 114 µM), for inactives: at the highest dose activity change, negative = inhibition, usual class: inhibitors. actives 0.56% (n = 390,000); note: potency is the fitted concentration of half-maximal effect; nearly all actives have a fitted effect of over 70% in size; inactives centre near 23
Target sequence (P83916 whole entry, looked up): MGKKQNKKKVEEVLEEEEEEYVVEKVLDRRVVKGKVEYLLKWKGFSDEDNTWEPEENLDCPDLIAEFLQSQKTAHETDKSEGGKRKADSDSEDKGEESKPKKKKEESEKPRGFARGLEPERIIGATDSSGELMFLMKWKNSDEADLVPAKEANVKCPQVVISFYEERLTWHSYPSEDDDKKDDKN
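HP1-beta protein (50 nM final) preincubated 30 min at room temperature with biotinylated H3(1-18)K9me3 peptide (50 nM) in PBS pH 7.4, 0.01% Tween-20, then compound added for 30 min. AlphaScreen streptavidin donor/nickel chelate acceptor beads (10 ug/mL final), 30 min dark, luminescence read.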
Active calls of the source: *; i = inactive; ? = inconclusive; . = not tested or not shown; & = joins results of further samples; [ ] = dose if it differs, or a comment. Unless noted, calls come from the whole dose curve; as a rule, active = well fitted curve in the direction sought with a large enough effect; inconclusive = small, poorly fitted or top-dose-only effect, or another doubt; inactive = no such curve, though single readings can be large; an effect the other way counts as inactive or inconclusive. The list is partial; the hit share may differ from the screen's.

Screens in order: GLS inhibitor	Pin1 inh	PI4K2A block	BAZ2B block	PGK inhibitor	G9a block	POLH inh	JMJD2A Tudor	HP1b binding inh
O=C(NCc1ccc2c(c1)OCO2)c1ccccc1Cl
    15%	1%	-8	.	1%	.	1%	-5%	-2%
O=C(COC(=O)c1ccc2ccccc2n1)NC1CCCCC1
    2%	-12%	-4	6%	-9%	-10%[59 µM]	-11%	-7%	49%
CC(C)(C)NC(=O)C(c1cccs1)N(C(=O)c1csnn1)c1ccccc1F (stereo not given)
    -6%	0%	11	-4%	-3%	21%	-26%	5%	43%[activator]
COc1ccccc1NC(=O)CSc1ncc(CO)n1Cc1ccc(F)cc1
    -2%&-14%	0%&-9%	-3&-4	?	0%&-6%	-6%[0.501 µM]	-13%&-19%	?	1%
CCCCn1c(N)c(N(CC)C(=O)c2cnc(C)cn2)c(=O)[nH]c1=O
    2%	-2%	1	11%	9%	-5%[12.7 µM]	-3%	-4%	22%
COc1ccc(C(C)=O)cc1CN1C(=O)NC(c2ccccc2)(c2ccccc2)C1=O
    0%	-7%	-6	0%	-3%	10%	-14%	-7%	-22%
O=C1CC2(CCN(C(=O)c3cccc(Cl)c3)CC2)Oc2ccccc21
    -11%	-2%	1	-4%	-10%	-11%[0.501 µM]	-12%	-12%	9%
Cc1ccc(Sc2ncnc3onc(C)c23)cc1
    -19%	-3%	-5	5%	-7%	27%	-11%	16%[11.4 µM]	32%
CCOc1ccc(CCNC(=O)CCCn2c(=O)c3cccn3c3ccccc32)cc1
    -4%	3%	0	3%	i	-5%[59 µM]	-10%	-12%	10%
O=C(c1ccc2c(c1)N(Cc1ccccc1F)C(=O)c1ccccc1S2=O)N1CCN(c2ccccc2)CC1 (stereo not given)
    6%	26%	-4	-30%	10%	-38%[59 µM]	-24%	-19%	10%
Cc1cc(NS(=O)(=O)c2ccc(NC(=S)NC(=O)c3ccc(F)cc3Cl)cc2)no1
    -18%	7%	1	-17%	1%	?	-20%	1%	21%
COc1ccc(/C=N/c2c(-c3ccco3)nc3ccccn23)cc1OC
    21%	?	-29	?	-17%	71µM*	-4%	-34%	-6%
O=C(Nc1ccc2nn(-c3ccccc3)nc2c1)c1ccc(Br)o1
    -9%	123%[activator]	8	?	-7%	?	79µM*	?	-5%
CSCCC1(C(=O)O)NC(c2ccccc2O)C2C(=O)N(C(C)C)C(=O)C21 (stereo not given)
    23%	-15%	-2	?	i	-7%	-13%	?	18%
COc1cc(CNCc2ccncc2)ccc1OCC(N)=O
    10%	-2%	-4	.	0%	.	1%	-10%	35%
COC(=O)Cn1cnc2sc(C)c(S(=O)(=O)N3CCN(c4ccccc4OC)CC3)c2c1=O
    13%	0%	4	10%	-4%	-13%[59 µM]	2%	-6%	7%
CSc1ccc(C(=O)C2CCCN(C(=O)c3cc4cc(F)ccc4[nH]3)C2)cc1 (stereo not given)
    4%	10%	0	-18%	-7%	-4%	-2%	-13%	-9%
C=CCN(CC=C)CCCOc1ccc(C)cc1OC
    0%	-1%	3	25µM*	-8%	25µM*	-1%	0.32µM*	?
Cc1ccc2c(c1)N(C(=O)N1CCC(C(=O)Nc3cccc(F)c3)CC1)CCO2
    -4%	-2%	-5	-7%	0%	-31%[59 µM]	-17%	-21%	22%
NC(=O)/C(N=Nc1ccccc1)=N/Nc1ccccc1
    -16%	-13%	2	-28%	-4%	-1%[2.33 µM]	-11%	?	14%

Going on with the list:
Screens in order: GLS inhibitor	Pin1 inh	PI4K2A block	BAZ2B block	PGK inhibitor	G9a block	POLH inh	JMJD2A Tudor	HP1b binding inh
CCCCNC(=O)c1cc2cccc([N+](=O)[O-])c2[nH]1
    -2%	0%	1	?	i	50µM*	-5%	-27%	17%
Cc1ccc(CNC(=O)CCNC(=O)N2CCn3c2nc2ccccc23)cc1
    -8%	-12%	-3	-11%	2%	13%	7%	4%	34%
Cc1ccc(Sc2c(C(=O)NCc3ccccc3C)[nH]c3ccccc23)cc1
    6%	4%	2	-1%	-3%	-45%[59 µM]	-7%	0%	40%[activator]
CCCCC1(C)OC(=O)C(=Cc2ccc(N(CC)CC)cc2)C(=O)O1 (stereo not given)
    26%	?	-7	56µM*	-1%	71µM*	-14%	?	12%
CC(C)C(NC(=O)Cc1ccccc1)C(=O)N1CCN(c2cccc(Cl)c2)CC1 (stereo not given)
    -8%	-5%	3	-5%	-4%	6%[2.33 µM]	-12%	-13%	17%
O=C(O)CCC(=O)N1CCN(c2nc3ccccc3s2)CC1
    -3%	-8%	1	4%	-9%	-7%[59 µM]	-12%	7%	55%[activator]
Cc1ccc(C)c(S(=O)(=O)c2nnn3c2nc(NCc2cccs2)c2sccc23)c1
    10%	14%	1	-14%	i	-17%[59 µM]	-21%	-11%	29%
CCCC(=O)N1CCCC(c2nc(-c3cccc(OC)c3)no2)C1 (stereo not given)
    0%	1%	-2	-21%	i	29%	-4%	-18%	61%[activator]
CCNC(=O)c1ccc(NC(=O)CC2SC(N3CCCC3)=NC2=O)cc1 (stereo not given)
    8%	9%	3	-4%	1%	-10%	-1%	-2%	16%
CCCN(CCC)C(=O)Cn1c(=O)n(CCCCC(=O)NCc2ccco2)c(=O)c2ccccc21
    -3%	-2%	-8	1%	-8%	?	-3%	-5%	16%
Cc1noc(C)c1COC(=O)CCC(=O)c1ccc(F)cc1
    2%	-3%	2	-2%	-5%	22%	-7%	-8%	21%
O=C(Cn1c(=O)n(CCCC(=O)NC2CCCC2)c(=O)c2ccccc21)NCCC1=CCCCC1
    6%	1%	-4	2%	-4%	9%[12.7 µM]	-15%	-7%	16%
Cc1cccc([N+](=O)[O-])c1C(=O)O
    ?	-10%	1	-18%	-20%	-4%[0.501 µM]	?	?	13%
CCOC(=O)c1c(S(=O)(=O)NCC(=O)Nc2cccc(C)n2)c(C)n(C)c1C
    3%	-6%	-4	-2%	-8%	25%	-5%	-11%	21%
Cc1ccc(C)c(NC(=O)CN(C)C(=O)C2CCN(C(=O)Nc3ccccc3)CC2)c1
    -10%	1%	-2	-4%	i	-7%[0.501 µM]	-19%	7%	17%
O=C(O)CC1(CC(=O)Nc2cccc(C(F)(F)F)c2)CCCC1
    20%	-8%	2	-1%	-1%	.	-16%	-1%	34%
CC(=O)Oc1c(-c2ccco2)oc2ccccc2c1=O
    ?	1%	-3	-2%	0%	4%	4%	-8%	15%
O=C(NC1CCCC1)c1ccc(Cl)c(S(=O)(=O)N2CCOCC2)c1
    19%	0%	-1	-5%	-5%	8%	-17%	-14%	8%
COc1cc(-c2[nH]nc3c2C(c2ccco2)C(C#N)=C(N)O3)cc(OC)c1OC (stereo not given)
    11%	2%	0	-37%	-4%	-19%[59 µM]	-13%	?	-7%
CCCCn1c(-c2ccco2)nc2oc3ccccc3c(=O)c2c1=O
    -7%	?	3	0%	1%	.	0%	-19%	12%

By substructure, those above with a thiophene ring, fused or not
Screens in order: GLS inhibitor	Pin1 inh	PI4K2A block	BAZ2B block	PGK inhibitor	G9a block	POLH inh	JMJD2A Tudor	HP1b binding inh
CC(C)(C)NC(=O)C(c1cccs1)N(C(=O)c1csnn1)c1ccccc1F (stereo not given)
    -6%	0%	11	-4%	-3%	21%	-26%	5%	43%[activator]
COC(=O)Cn1cnc2sc(C)c(S(=O)(=O)N3CCN(c4ccccc4OC)CC3)c2c1=O
    13%	0%	4	10%	-4%	-13%[59 µM]	2%	-6%	7%
Cc1ccc(C)c(S(=O)(=O)c2nnn3c2nc(NCc2cccs2)c2sccc23)c1
    10%	14%	1	-14%	i	-17%[59 µM]	-21%	-11%	29%

New compounds follow
Screens in order: GLS inhibitor	Pin1 inh	PI4K2A block	BAZ2B block	PGK inhibitor	G9a block	POLH inh	JMJD2A Tudor	HP1b binding inh
O=C(c1ccc(F)cc1)C(CN1CCOCC1)c1ccccc1 (stereo not given)
    8%	0%	32	-5%	0%	?	-5%	4%	30%
CCOC(=O)c1ccc(NC(=S)NCCCn2ccnc2)cc1
    14%	20%	3	56µM*	8%	?	-4%	-26%	38%
Cc1ccc(C)c(NC(=O)COC(=O)c2nc(Cl)ccc2Cl)c1
    1%	2%	2	-4%	-1%	-10%[12.7 µM]	-11%	-29%	59%[activator]
Cc1cccc(C)c1NC(=O)Cn1c(=O)n(CCC(=O)NCc2ccccc2Cl)c(=O)c2sccc21
    -15%	11%	1	-36%	.	-2%[59 µM]	.	2%	38%
Cc1cc(C)n2nc(C(=O)Nc3cccc(S(=O)(=O)N4CCCC4)c3)nc2n1
    -2%	-1%	-5	-23%	2%	-3%	-5%	-12%	25%
COc1ccc(CSc2nnnn2-c2ccc(O)cc2)cc1F
    2%	-5%	-2	2%	9%	11%	-9%	-3%	20%
Cn1cccc1Cc1nnc(SCC(=O)Nc2nccs2)n1CCc1ccccc1
    0%	-2%	-7	?	-4%	50µM*	-8%	?	18%
Cc1ccc(C(C)C)c(OCCCn2c(=O)oc3ccccc32)c1
    2%	?	0	191%[activator]	-4%	121%[activator][59 µM]	-4%	122%[activator]	188%[activator]
COCCCNC(=O)N1[C@H](c2cccs2)[C@@H](C)C(=O)[C@@H](C)[C@@H]1c1cccs1
    1%	3%	-1	0%	8%	0%[59 µM]	-7%	-8%	42%[activator]
COc1ccc(COc2cccc3ccc(C)nc23)cc1F
    2%	-1%	6	15%	3%	28%	-3%	0%	29%
Nn1c(Nc2ccc(Cl)cc2)nncc1=O
    1%	-7%	-6	-6%	i	5%	-16%	?	17%
O=C(Nc1ccc(F)cc1)c1c(Cl)nc2ccccn12
    -3%	-7%	-3	2%	-1%	22%	-13%	4%	32%
C[C@@H]1CN([C@@H](C)CO)S(=O)(=O)c2ccc(Br)cc2O[C@H]1CN(C)C(=O)c1cccc(F)c1
    -3%	.	-5	.	2%	.	-7%	.	.
